# Bioassay records deposited in PubChem by National Center for Advancing Translational Sciences (NCATS).
# GPT2 inhibitor = GPT2 alanine aminotransferase inhibition. Recombinant GPT2, coupled pyruvate oxidase/HRP Amplex Red fluorescence. Potency, µM (top dose mostly 57.7 µM), without a hit: at the top dose activity change, negative = inhibition, hits mostly inhibitors. 100,000 tested, 0.25% active; note: potency is the fitted concentration of half-maximal effect; nearly all actives have a fitted effect of over 60% in size; many of its hits are not listed in these tables
# Target sequence (Q8TD30 whole entry, looked up): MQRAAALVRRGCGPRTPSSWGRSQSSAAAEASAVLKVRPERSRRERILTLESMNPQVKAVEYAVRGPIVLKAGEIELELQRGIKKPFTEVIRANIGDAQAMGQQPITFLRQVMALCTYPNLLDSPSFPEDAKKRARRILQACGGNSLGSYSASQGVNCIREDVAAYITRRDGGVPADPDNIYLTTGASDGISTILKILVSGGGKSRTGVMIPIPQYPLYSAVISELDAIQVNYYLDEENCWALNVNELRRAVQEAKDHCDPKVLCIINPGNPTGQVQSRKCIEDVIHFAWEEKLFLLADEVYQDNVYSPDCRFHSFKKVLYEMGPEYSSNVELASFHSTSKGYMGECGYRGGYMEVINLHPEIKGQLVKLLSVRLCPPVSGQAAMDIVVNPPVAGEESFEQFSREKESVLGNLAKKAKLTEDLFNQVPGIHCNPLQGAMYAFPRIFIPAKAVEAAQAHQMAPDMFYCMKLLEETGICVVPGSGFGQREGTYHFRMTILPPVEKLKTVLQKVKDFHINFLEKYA
#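 GPT2 10ng/uL, a-KG 250uM, L-Ala 2mM, HEPES pH7.5 + 0.0001% Tween; 30 min RT. Then Amplex mix (PO/HRP/ThPP), 30 min RT dark, fluorescence. AOA 50uM used as positive control.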
# HEK293 viab = cell viability loss counter-screen | 150,000 tested, 0.12% active | HEK-293-SNCA-luc viability, GF-AFC fluorescence, 24 h | Potency, µM (doses to about 57.1 µM), for the others: at the highest dose activity change, negative = cytotoxicity, usual class: cytotoxic;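 note: potency is the fitted concentration of half-maximal effect; 0% = DMSO-treated cells and -100% = medium-only wells without cells; nearly all actives have a fitted effect of over 30% in size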
#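 Cytotoxicity counterscreen: after 24 h compound treatment of genome-edited SNCA-luciferase HEK-293 cells, live-cell protease substrate GF-AFC read by fluorescence after 30 min; activity scaled between DMSO (0%) and medium-only (-100%), curves Hill-fitted.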
# SNCA expr inhib = SNCA gene expression inhibition | HEK-293 SNCA-luciferase knock-in, luminescence, 24 h | Potency, µM (titrated, usually from 57.2 µM), for inactives: top-dose activity change, negative = inhibition, hits mostly inhibitors | 140,000 tested, 0.17% active;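 note: potency is the fitted concentration of half-maximal effect; plate controls were DMSO cells for no effect and cell-free wells for full effect; nearly all actives have a fitted effect of over 45% in size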
# NIH3T3 tox = cytotoxic compounds in NIH 3T3 cells; Potency, µM (titrated, usually from 96.7 µM), for the others: top-dose activity change, negative = cytotoxicity, hits mostly inhibitors; NIH 3T3 viability, CellTiter-Glo ATP luminescence, 48-72 h; 94,000 tested, 4.3% active; note: potency is the fitted concentration of half-maximal effect; nearly all actives have a fitted effect of over 55% in size
#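 Luminescent ATP readout (CellTiter-Glo, 10 min RT) after 48 or 72 hr compound exposure of NIH 3T3 cells seeded at 400 cells/well in 1536-well format; quantitative HTS.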
# Luciferase inh = blocks purified firefly luciferase enzyme activity; purified P. pyralis luciferase, luminescence, biochemical; P08659; 76,000 tested, 2.5% active; AID 1347043; Potency, µM (highest dose often 115 µM), inactives show at the top dose activity change, negative = inhibition, actives largely listed as inhibitors; note: potency is the fitted concentration of half-maximal effect; nearly all actives have a fitted effect of over 65% in size
# Target sequence (P08659 whole entry, looked up): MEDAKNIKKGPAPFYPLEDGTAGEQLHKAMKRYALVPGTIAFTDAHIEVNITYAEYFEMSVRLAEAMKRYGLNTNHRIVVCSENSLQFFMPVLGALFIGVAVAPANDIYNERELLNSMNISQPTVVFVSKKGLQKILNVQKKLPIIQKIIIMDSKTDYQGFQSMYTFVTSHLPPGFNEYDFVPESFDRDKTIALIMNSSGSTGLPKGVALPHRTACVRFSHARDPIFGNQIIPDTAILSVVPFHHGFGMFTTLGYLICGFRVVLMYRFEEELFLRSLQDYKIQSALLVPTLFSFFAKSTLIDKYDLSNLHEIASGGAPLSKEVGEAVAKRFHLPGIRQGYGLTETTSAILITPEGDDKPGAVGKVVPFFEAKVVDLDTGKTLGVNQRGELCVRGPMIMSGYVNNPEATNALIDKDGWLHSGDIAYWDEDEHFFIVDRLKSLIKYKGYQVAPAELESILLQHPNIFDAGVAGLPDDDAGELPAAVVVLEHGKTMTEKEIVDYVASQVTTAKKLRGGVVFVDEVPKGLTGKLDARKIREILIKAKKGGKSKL
#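 Cell-free enzyme assay, 10nM P. pyralis luciferase, luciferin and ATP each at 10uM. Inhibition profiled over a 6-point titration, read as luminescence.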
# HEK293 tox = HEK 293 cell cytotoxicity; 94,000 tested, 6.6% active; HEK 293 viability, ATP luminescence (CellTiter-Glo), 48-72 h; AID 1345083; Potency, µM (top dose mostly 115 µM), inactives show top-dose activity change, negative = cytotoxicity, hits mostly inhibitors; note: potency is the fitted concentration of half-maximal effect; nearly all actives have a fitted effect of over 60% in size
#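 250 HEK 293 cells/well; compound by pintool; incubated 48 or 72 hr at 37 degree Celsius; CellTiter-Glo added, 10 min RT, luminescence imaged.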
# IP6K1 inhibitor = IP6K1 kinase inhibition | IP6K1 kinase, ADP-Glo luminescence, 2 h; stronger effect = lower value | activity change, % (series mostly up to about 58 µM) | 140,000 tested, 0.81% active | Q92551; in the data active = activity change below about -25%
#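 ADP-Glo luminescence measures ADP made by human IP6K1 during a 2 h RT reaction with ATP/IP6 (mix at 1.3 mM/130 uM); top library doses 57.5 and 19.1 uM final.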
# * = called active by the depositor; i = inactive; ? = inconclusive; nt = no result given; & = joins results of further samples; ! = not confirmed by another sample; [ ] = dose if it differs, or a comment. Unless noted, calls come from the whole dose curve; as a rule, active = well fitted curve in the direction sought with a large enough effect; inconclusive = small, poorly fitted or top-dose-only effect, or another doubt; inactive = no such curve, though single readings can be large; an effect the other way counts as inactive or inconclusive. Unless noted, % is set by controls: 0 for no effect and ±100 for the full control effect. These rows are one share of the data; the hit share may differ from the screen's.
No. | smiles | GPT2 inhibitor | HEK293 viab | SNCA expr inhib | NIH3T3 tox
1 | Cc1cccc(C)c1OCc1cc(=O)n2ccsc2n1 | nt | -11% | 61%[activator] | nt
2 | Cc1nc(CN2Cc3nc(-c4cn[nH]c4)ccc3OCC2=O)cs1 | 4%[88.5 µM] | 0%[87.6 µM] | -7%[87.6 µM] | ?
3 | O=C(c1ccc(Cl)s1)N1CCC2(CNS(=O)(=O)c3cnccc3O2)C1 (stereo unspecified) | -17% | 3% | 55%[activator] | 2%
4 | COc1ccc(NC(=O)c2nc(SCc3ccc(F)cc3)ncc2Cl)cc1 | nt | -2% | 23% | nt
5 | Cn1nc(-c2ccc(C(=O)Nc3ccc(OC(F)(F)F)cc3)cc2)c2ccccc2c1=O | nt | -1% | -11% | nt
6 | Cc1cc(C)cc(NS(=O)(=O)c2cc3[nH]c(=O)c(=O)[nH]c3cc2C)c1 | nt | -15% | 18% | nt
7 | COc1ccccc1CC(=O)N1CCN(c2cc(-c3ccccc3)[nH]n2)CC1 | -6% | -20% | 1% | ?
8 | CCOC(=O)c1cn(C2CN(S(=O)(=O)Cc3ccccc3)C2)nn1 | i | -4% | ? | 5%
9 | Cn1ccc(CN2CCn3c(nn(-c4ccc(F)cc4F)c3=O)C2)c1 | -13% | -16% | 19% | -15%
10 | O=C(c1ccco1)N1CCCn2cc(-c3ccc4c(c3)OCO4)nc21 | i | 1% | 5% | i

No. | Luciferase inh | HEK293 tox | IP6K1 inhibitor
1 | nt | nt | -11
2 | 1%[172 µM] | -15%[172 µM] | -9
3 | nt | 0% | 19
4 | nt | nt | -16
5 | nt | nt | 0
6 | nt | nt | 2
7 | -8% | 22µM* | 0
8 | -6% | 6% | 24
9 | -1% | ? | -3
10 | -18% | ? | -2

# The listing continues:
No. | smiles | GPT2 inhibitor | HEK293 viab | SNCA expr inhib | NIH3T3 tox
11 | COc1ccc(S(=O)(=O)N2CC[C@H](NC(=O)c3ccncc3)C[C@H]2C(=O)N[C@@H](CC2CCCCC2)C(N)=O)cc1 | 0% | -1% | -9% | -5%
12 | Cc1nnc2n1CCC(NC(=O)c1ccc3cc[nH]c3c1)CC2 (stereo unspecified) | -2% | 7% | -14% | -1%
13 | CCc1nn(CC(=O)NCCCN(CC)CC)c(=O)c2cc3sc(C)cc3n12 | nt | 2% | -11% | nt
14 | c1coc(-c2nnc([C@H]3CCN(Cc4cccs4)C3)o2)c1 | 0%[88.5 µM] | 1%[87.6 µM] | 92%[activator][87.6 µM] | -11%[174 µM]
15 | O=C(c1ccc2ncccc2c1)N1CCC(N2CC3CC(C2)[C@H]2CCCC(=O)N2C3)CC1 (stereo partly specified) | i | 9% | 5% | 4%
16 | Cn1c(=O)n(C)c2cc(CNCc3ccc(F)cc3)ccc21 | nt | -16% | 12% | nt
17 | CC(C)C1CN(C(=O)OC(C)(C)C)C(C)CN1 (stereo unspecified) | i | -1%[87.6 µM] | 21%[87.6 µM] | i
18 | CC(C)C[C@H](NC(=O)[C@H](O)[C@H](N)Cc1ccccc1)C(=O)O | -5% | -2% | 0% | nt
19 | O=C1NCc2ccccc2CC12CCN(Cc1ccc(-c3ccccc3)cc1)C2 (stereo unspecified) | i | -18% | ? | 35µM*
20 | O=C(CSc1nccn1-c1ccc(Cl)cc1)Nc1ccc(Cl)c(Cl)c1 | nt | 4% | -21% | nt

No. | Luciferase inh | HEK293 tox | IP6K1 inhibitor
11 | -2% | -16% | 2
12 | 2% | i | 4
13 | nt | nt | 5
14 | 71µM* | -11%[172 µM] | 13
15 | -3% | 5% | 11
16 | nt | nt | 5
17 | nt | i | -4
18 | nt | nt | nt
19 | nt | 35µM* | -10
20 | nt | nt | -11

# An excerpt of these results, with tabs.
no.	compound	GPT2 inhibitor	HEK293 viab	SNCA expr inhib	NIH3T3 tox	Luciferase inh	HEK293 tox	IP6K1 inhibitor
14	c1coc(-c2nnc([C@H]3CCN(Cc4cccs4)C3)o2)c1	0%[88.5 µM]	1%[87.6 µM]	92%[activator][87.6 µM]	-11%[174 µM]	71µM*	-11%[172 µM]	13
15	O=C(c1ccc2ncccc2c1)N1CCC(N2CC3CC(C2)[C@H]2CCCC(=O)N2C3)CC1 (stereo partly specified)	i	9%	5%	4%	-3%	5%	11
16	Cn1c(=O)n(C)c2cc(CNCc3ccc(F)cc3)ccc21	nt	-16%	12%	nt	nt	nt	5
17	CC(C)C1CN(C(=O)OC(C)(C)C)C(C)CN1 (stereo unspecified)	i	-1%[87.6 µM]	21%[87.6 µM]	i	nt	i	-4
18	CC(C)C[C@H](NC(=O)[C@H](O)[C@H](N)Cc1ccccc1)C(=O)O	-5%	-2%	0%	nt	nt	nt	nt

# (next part)
No. | smiles | GPT2 inhibitor | HEK293 viab | SNCA expr inhib | NIH3T3 tox
21 | CSCC[C@@H]1NC(=O)c2cc(NC(=O)Cc3ccc4c(c3)OCC4)ccc2NC1=O | i | 3% | 11% | 5%
22 | COC(=O)[C@@H]1CC2=CC(=O)CC[C@]2(C)[C@@]23O[C@@H]2C[C@@]2(C)[C@@H](CC[C@@]24CCC(=O)O4)[C@H]13 | ? | 2%[23.9 µM] | -8%[25.6 µM] | nt
23 | Cc1ccc2[nH]c(C(=O)Nc3ccccc3)cc2c1 | nt | -12% | 10% | nt
24 | O=C1CCN(S(=O)(=O)c2cccc(F)c2)CCCC(C(=O)NCc2ccccc2)CCN1 (stereo unspecified) | i | 10% | 6% | -27%
25 | COC(=O)c1cc2sc(Cl)cc2n1Cc1cc(C)ccc1C | nt | 7% | 25% | nt
26 | O=C1c2[nH]nc(-c3ccccc3O)c2C(c2cccc(OCc3ccccc3)c2)N1CCO (stereo unspecified) | nt | -7% | ? | nt
27 | CCNc1ncnc2sc3c(c12)CCN(C(=O)c1ccnn1C)C3 | i | 8% | 6% | ?
28 | O=C1COc2ccc(OCc3cccnc3)nc2CN1Cc1ccccc1F | 4%[88.5 µM] | -6%[87.6 µM] | 7%[87.6 µM] | ?
29 | COc1ccc(-c2nc(C(C)C)nc3c2CCN([S+](=O)([O-])c2c(C)noc2C)CC3)cc1 | -19% | -3% | -1% | -22%
30 | COc1ccc(C(=O)N2CC(n3cc(COCC4CC4)nn3)C2)c(OC)n1 | 0% | -4% | 22% | -14%

No. | Luciferase inh | HEK293 tox | IP6K1 inhibitor
21 | -7% | 1% | -3
22 | nt | nt | 6
23 | nt | nt | -5
24 | -10% | -20% | -5
25 | nt | nt | 1
26 | nt | nt | -3
27 | -1% | 5% | 2
28 | -5%[172 µM] | 89µM* | -10
29 | 2% | -17% | 9
30 | nt | i | 3

# Brought forward from above: two entries, then new ones.
No. | smiles | GPT2 inhibitor | HEK293 viab | SNCA expr inhib | NIH3T3 tox
29 | COc1ccc(-c2nc(C(C)C)nc3c2CCN([S+](=O)([O-])c2c(C)noc2C)CC3)cc1 | -19% | -3% | -1% | -22%
30 | COc1ccc(C(=O)N2CC(n3cc(COCC4CC4)nn3)C2)c(OC)n1 | 0% | -4% | 22% | -14%
31 | Cn1nc2n(c1=O)CCC(NC(=O)CCc1nc3ccccc3[nH]1)CC2 (stereo unspecified) | i | -3% | -25% | -9%
32 | Cc1nc(-c2ccccc2)n(CC(=O)Nc2ccc(C(C)C)cc2)c(=O)c1CCO | -7% | ? | ? | ?
33 | COC(=O)CNC(=O)c1cc(-c2ccsc2)c2nncn2n1 | i | 2%[87.6 µM] | 25%[87.6 µM] | -27%[138 µM]
34 | c1cncc(COC2CCN(c3ncncn3)CC2)c1 | i | 6% | 1% | i
35 | COCCN(C)Cc1nc(Cc2ccccc2Cl)no1 | 0% | 2% | -29% | 2%
36 | CN(CC(N)=O)C(=O)[C@@H]1[C@@H](NC(=O)Nc2ccc(F)cc2F)CCN1C(=O)c1cccn1C | ? | 6% | -7% | -24%
37 | O=C(NC[C@H]1O[C@@H](CC(=O)N2CCN(c3ccccc3)CC2)C(O)[C@@H]1O)c1cccc(F)c1 (stereo partly specified) | 1% | 0% | ? | -22%
38 | Cc1ccc(NC(=O)CCC2CCN(S(=O)(=O)c3ccccc3C)CC2)cc1F | 3% | -7% | -9% | ?
39 | O=C(c1cc(C2CC2)nc2onc(C3CCNC3)c12)N1CCCCC1 (stereo unspecified) | 0% | 3% | 0% | i
40 | O=c1c(-c2cc(-c3ccc(F)cc3)nc3c2COc2ccc(Cl)cc2-3)coc2ccc(F)cc12 | nt | -9% | -22% | nt

No. | Luciferase inh | HEK293 tox | IP6K1 inhibitor
29 | 2% | -17% | 9
30 | nt | i | 3
31 | -2% | -16% | -10
32 | -2% | ? | -6
33 | nt | 1%[172 µM] | 11
34 | 0% | -3% | 24
35 | -1% | i | 29
36 | -12% | -24% | 4
37 | 11% | -5% | -8
38 | 0% | -52% | 13
39 | nt | 2% | -5
40 | nt | nt | -5

# Next entries follow.
No. | smiles | GPT2 inhibitor | HEK293 viab | SNCA expr inhib | NIH3T3 tox
41 | O=C(NCc1ccc(F)cc1)NC1CCc2nnc(C3CC3)n2CC1 (stereo unspecified) | i | -2% | -7% | 0%
42 | COc1ccc(-c2cc(C(=O)Nc3cccc(O)c3)on2)cc1OC | nt | 13% | 33%[activator] | nt
43 | NC(=O)N1CCCC1C(=O)N1CCC(c2[nH]ncc2-c2cccc(F)c2)CC1 (stereo unspecified) | -19% | 2% | -17% | -4%
44 | O=C(O)c1cccnc1 | -22%&-12% | 4.3µM*! | 4.3µM*! | nt
45 | CCN(CC)S(=O)(=O)c1ccc2[nH]cc(C(=O)NCCc3ccccc3)c(=O)c2c1 | nt | 0% | -28% | nt
46 | C[S+](=O)([O-])N1Cc2ccccc2CC2(CCN(Cc3ccccn3)CC2)C1 | i | 5% | 13% | 4%
47 | CCc1nc2c(c(-c3ccc(O)cc3)n1)CCN(Cc1ccc(C(F)(F)F)cc1)CC2 | ? | 2% | -14% | ?
48 | CC1(C)CNC(=O)c2nc(CC3(O)CCCC3)[nH]c2C1 | i | 9% | 10% | 0%
49 | COc1ccc(OC)c(CCNC(=O)CCn2c(=O)c3cccn3c3cccnc32)c1 | nt | 3% | 12% | nt
50 | Cc1ccc(C)c(N2CCN(c3nc4ccc(Cl)cc4n4cnnc34)CC2)c1 | nt | 17% | 3% | nt
51 | O=C(Nc1ccc(OCc2cc(=O)n3c4c(sc3n2)CCCC4)cc1)c1ccc(F)cc1 | nt | 10% | -10% | nt

No. | Luciferase inh | HEK293 tox | IP6K1 inhibitor
41 | 7% | -13% | 4
42 | nt | nt | -10
43 | -3% | -17% | 6
44 | nt | nt | 3
45 | nt | nt | 8
46 | nt | -5% | -3
47 | -2% | 45µM* | 4
48 | 6% | -2% | 6
49 | nt | nt | 9
50 | nt | nt | -14
51 | nt | nt | -3
